Screening data from PubChem BioAssay.
phage Ecoli inh = E. coli growth loss with phage present; inhibition, % at 11.9 µM; growth absorbance; AID 651602; 360,000 compounds, 0.26% hits; in the data active = inhibition above about 11%
Wnt act = Wnt/beta-catenin pathway activation; Wnt/beta-catenin reporter cell assay, activator, plate reader; activation, % at 9.35 µM; 300,000 compounds, 1.2% hits; AID 743398; in the data active = activation above about 30%, passing the limit was not always enough;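 note: 0% = neutral control wells and 100% = positive control wells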
* hit, by the source's call.

Molecule | phage Ecoli inh | Wnt act
CCNC(=O)C1(C)CCN(C(=O)c2ccc(F)c(Cl)c2)C1 (stereo unspecified) | 2.3 | 0
CCCc1cc2c(O)ccc(O)c2c(=O)o1 | 3.5 | -1
COC(=O)c1ccc2nc(-c3ccc(C)cc3)c(Cc3ccc(OC)cc3C)n2c1 | 3.1 | 3
CCCNC(=O)C1(C)CCCN(C(=O)C2(c3ccc(Cl)cc3)CCCC2)C1 (stereo unspecified) | 2.3 | -1
Cc1ccc(S(=O)(=O)N2CCCc3nc(-c4ccc(Br)cc4)ccc32)cc1 | 1.5 | 1
CC(=O)NC(c1cccc(F)c1)c1nc(-c2ccc(N(C)C)cc2)cs1 (stereo unspecified) | 1.6 | -1
COC(=O)[C@]1(Sc2ccc(OC)cc2)CC(=O)N[C@@H]1c1ccccc1 | 2.5 | -2
CN1CCC(N2CCN(C3CN(Cc4cn(Cc5cccc(C(F)(F)F)c5)nn4)S(=O)(=O)C3)CC2)CC1 (stereo unspecified) | 0.7 | -2
c1ccc(-c2cc3nc(NCc4cccs4)nc(NCc4ccc5occc5c4)c3s2)cc1 | 2.2 | 4
CC(C)(C)OC(=O)N1CCC(NC(=O)c2[nH]c(C(F)(F)F)nc2-c2ccccc2)CC1 | 1.2 | 1
CC1CCCN(c2cccc3c2S(=O)(=O)N(Cc2ccc(F)cc2)[C@@H](C)[C@H](c2ccccc2)O3)C1 (stereo partly specified) | 1.6 | -2
CC(C)(C)n1nc(C2CC2)cc1NC(=O)Nc1ccccc1 | 3.5 | -1
O=C(Nc1c(-c2ccc3c(c2)OCO3)[nH][nH]c1=O)c1cnccn1 | 2.9 | -2
CCCS(=O)(=O)NC(=O)C1(C)CCN(C(=O)c2cccs2)C1 (stereo unspecified) | 2.0 | 0
CC(C)(C)NC(=O)C(C1CC1)n1c(-c2ccccc2)nc2ccccc21 (stereo unspecified) | 4.9 | -2
CC(=O)Nc1cccc(-c2nc3ccccc3n2C(C)C(=O)NC(C)(C)C)c1 (stereo unspecified) | 0.9 | 2
C[C@@H]1CCCCO[C@@H](CN(C)Cc2ccc(Cl)c(Cl)c2)[C@@H](C)CN([C@H](C)CO)C(=O)c2cc(NC(=O)Nc3ccccc3)ccc2O1 | 1.3 | -6
COC(=O)[C@@]12C[C@@H](CC(=O)N3CCN(C(=O)c4ccco4)CC3)C(=O)N(Cc3cccc4ccccc34)C1=CCC(C)(C)C2 | 2.3 | 0
COc1ccccc1CCn1cnc(-c2cccc(F)c2)c1CC(C)C | 0.7 | -11
CCCCNC(=O)C(NC(=O)c1cnc(C)cn1)C(=O)c1ccccc1 (stereo unspecified) | 3.2 | 1

Continued.
Molecule | phage Ecoli inh | Wnt act
CC1(C(=O)NS(=O)(=O)c2ccc(Cl)s2)CCN1C(=O)C1(c2ccc(Cl)cc2)CC1 (stereo unspecified) | 1.1 | 2
O=C(NCCN1CCC(n2c(=O)[nH]c3ccccc32)CC1)C(c1ccccc1)c1ccccc1 | 2.3 | -3
CN1CCN(C2CN(Cc3ccc(F)cc3)S(=O)(=O)C2)CC1 (stereo unspecified) | 2.8 | -1
NC(Cc1ccc(C(F)(F)F)cc1)c1csc(NC(=O)Nc2ccccc2Oc2ccccc2)n1 (stereo unspecified) | 2.0 | -3
CC(=O)Nc1cccc(-c2cc(NC=O)c3ncc(-c4ccc(C(C)=O)cc4)n3c2)c1 | 1.2 | -1
CCOC(=O)C1CCN(CC(=O)Nc2c(C(=O)OC)[nH]c3ccccc23)CC1 | 3.1 | 1
CN1CCN(C(=O)c2cnc(Cc3c[nH]c4ccccc34)c(I)c2)CC1 | 3.4 | -2
CN(Cc1ccc2c(c1)CCCN2C)C(=O)[C@H]1O[C@@H](n2ccc(=O)[nH]c2=O)[C@H](O)[C@@H]1O | 3.2 | 0
COc1cccc(CC(=O)N2CCN(C(=O)C(=O)c3cccc(C(F)(F)F)c3)CC2)c1 | 0.4 | -4
C[C@@H]1COc2cccc(N3CCCC3)c2S(=O)(=O)N1 | 2.5 | -2
CC(C)C(N)c1csc(Nc2ccc(C(F)(F)F)cn2)n1 (stereo unspecified) | 0.8 | 13
COc1ccc2c(=O)c3c(=O)n(Cc4ccccc4)c(C(C)C)nc3oc2c1 | 3.8 | -3
CCc1c(-c2ccc(OC)cc2)ncn1Cc1cccc(-c2ccccc2)c1 | -0.6 | -11
CC(C)N1CCC1(C)C(=O)Nc1ccc(-n2cccc2)cc1 (stereo unspecified) | -0.3 | -1
CCOC1=C2[C@H](c3ccccc3)N(S(=O)(=O)c3ccc(C)cc3)C(C(C)(C)C)[C@H]2n2c(=O)n(-c3ccccc3)c(=O)n2C1 (stereo partly specified) | 2.0 | -3
COc1ccc(-c2cc3nc(NCCNC(C)=O)n(C)c(=O)c3s2)c(C)c1 | 2.8 | -1
CN1CCCCC(NC(=O)COCc2ccccc2)C1=O (stereo unspecified) | 1.1 | 5
CC1(C(=O)Nc2ccc(F)cc2F)CCN1C(=O)Cc1ccc(Cl)cc1Cl (stereo unspecified) | 0.0 | -1
COc1ccc(CC(N)c2csc(NC(=O)c3cc(C(C)(C)C)oc3C)n2)cc1 (stereo unspecified) | 5.9 | -3
COC(=O)Cc1ccc(OC2(C)CCN(Cc3ccc4c(c3)OCCO4)C2)cc1 (stereo unspecified) | 0.2 | -1

New compounds follow:
Molecule | phage Ecoli inh | Wnt act
C[C@]12Cc3ccccc3C1CC1=N[C@@H](c3ccc(C(F)(F)F)cc3)O[C@@]13C[C@@H]2C(=O)N3C1CCN(Cc2ccccc2)CC1 (stereo partly specified) | 2.1 | -15
CC(C)OC(=O)N(C)C[C@H]1OCc2cn(nn2)CCCC(=O)N([C@@H](C)CO)C[C@@H]1C | 1.7 | -1
CCNC(=O)C1(C)CCCN(C(=O)c2ccnc(Cl)c2)C1 (stereo unspecified) | 1.2 | 3
O=c1[nH]c2ccccc2nc1-c1nnnn1C1CCCC1 | 1.8 | 0
COc1cc(N/C(=C\C(=O)c2ccccc2)c2ccccc2)ccc1Cl | 2.3 | 15
CNc1cncc(-c2ccc(C)cc2)n1 | 3.6 | 18
Cc1ccc(C)c(C(O)c2ncc(-c3cccc(C(F)(F)F)c3)[nH]2)c1 (stereo unspecified) | -0.2 | -1
CC1(C(=O)NCc2cccc3ccccc23)CCN1C(=O)Cc1ccc(-c2ccccc2)cc1 (stereo unspecified) | 3.7 | -22
CS(=O)(=O)Nc1ccccc1-c1ccc2nccn2c1 | 2.9 | 0
CSc1ccc(CN2CCC2(C)C(=O)Nc2cccc(Oc3ccccc3)c2)cc1 (stereo unspecified) | 1.2 | -2
CN(C)c1ccc(-c2csc(C(C)(O)c3ccccc3)n2)cc1 (stereo unspecified) | -1.4 | 4
Nc1[nH]c(C(=O)c2ccc(Br)cc2)c(-c2ccc(Br)cc2)c1C(=O)NCc1ccc(-c2ccccc2)cc1 | 1.5 | -3
COC(=O)[C@@]12C[C@@H](CC(=O)NCc3ccccc3)C(=O)N(Cc3ccccc3)C1=CCC(C)(C)C2 | 2.1 | -1
CC1(C(=O)NS(=O)(=O)c2cccc(C#N)c2)CCN1C(=O)c1ccc(C2CCCCC2)cc1 (stereo unspecified) | 1.4 | -3
CCCCC[C@H]1CCCCC[C@H](O)C[C@H](O)[C@@H](O)/C=C/C(=O)O1 | 2.6 | -2
O=C(NCc1ccccc1)c1cc(C2COCCN2S(=O)(=O)c2ccccc2)on1 (stereo unspecified) | -1.9 | -3
CCCCc1c(-c2ccccc2F)ncn1CCc1ccccc1OC | -1.2 | -3
COc1ccccc1-c1cc(NC=O)c2ncc(-c3cccc(C(C)=O)c3)n2c1 | 1.9 | -8
CCOC(=O)C1(C)CCN1C(=O)c1ccccc1OC (stereo unspecified) | 0.9 | -3
O=C(Nc1nnc([C@H]2C[C@H](O)[C@@H](CO)O2)s1)Nc1cccc2c1CCCC2 | 1.6 | -3

Additional entries:
Molecule | phage Ecoli inh | Wnt act
COC(=O)c1cc(=O)nc(NN=C2c3ccccc3-c3ccccc32)s1 | 5.2 | -2
CCC1CCCCN1C(=S)NN=C(C)c1ccccn1 (stereo unspecified) | 3.5 | -2
CC1(C(=O)Nc2ccc3c(c2)OCCO3)CN(S(C)(=O)=O)CC(=O)N1CCc1ccccc1F (stereo unspecified) | 3.3 | -1
C[C@@H]1COc2cc(N3CCOCC3)ccc2S(=O)(=O)N1 | 2.2 | 0
CCCCCCCCCc1conc1C(=O)/C=C/c1oc2c(c1C)CCC(C)C2 (stereo unspecified) | 0.3 | -3
COc1ccc(CN2C(=O)c3ccccc3C2c2nnnn2-c2ccc3c(c2)OCCO3)cc1 (stereo unspecified) | 2.6 | -1
CC(=O)Nc1ccc(CN(C)c2c(C)nc3ccc(C(=O)Nc4ccc(Cl)c(Cl)c4)cn23)cc1 | 4.0 | 1
O=C(NCc1ccccc1)C1Cc2c(-c3ccc4c(c3)OCO4)ccnc2O1 (stereo unspecified) | 4.9 | -18
CC(C)c1cc(Cn2c3ccccc3c(=O)n2C(C)CBr)on1 (stereo unspecified) | -0.6 | -1
Cn1c(=O)c2c(ncn2Cc2ccc(O)c([N+](=O)[O-])c2)n(C)c1=O | 3.1 | 0
COc1cccc(-c2cnc3c(NC=O)cc(-c4ccccc4Oc4ccccc4)cn23)c1 | 1.4 | -2
COc1ccc(C(C)(O)c2nc(-c3ccc(Cl)cc3)cs2)cc1 (stereo unspecified) | 2.5 | -3
CCCCCCCCN1C(=O)[C@H](CC(=O)NCCCN2CCCC2=O)C[C@@]2(C(=O)OCC)CCCC=C12 | -1.0 | 7
Cc1cccc(C)c1NC(=O)C1(C)CSCC(=O)N1CCc1ccc(O)cc1 (stereo unspecified) | 0.4 | -1
COc1cccc(-c2cnc(C(O)c3ccc(C)cc3C)[nH]2)c1 (stereo unspecified) | 6.3 | -5
OC(c1ccc(F)c(F)c1)c1nc(-c2ccc3ccccc3c2)cs1 (stereo unspecified) | 2.4 | -3
CCCc1ccc(C(O)c2ncc(-c3cccc(OC)c3)[nH]2)cc1 (stereo unspecified) | 3.5 | 0
CCOC(=O)[C@]12CCCC=C1N(Cc1ccco1)C(=O)[C@H](CC(=O)NCCc1ccccc1OC)C2 | 0.9 | -1
CC(C)C[C@@H]1COc2cc(N3CCC[C@H]3CO)ccc2S(=O)(=O)N1 | 3.4 | -2
c1cc(N2CCOCC2)ccc1-c1ccc2nncn2c1 | 3.1 | -2

Further entries
Molecule | phage Ecoli inh | Wnt act
Cc1cc(Br)cn2c(Cc3cccc(Cl)c3)c(-c3ccco3)nc12 | 1.8 | -2
COc1ccc(Cc2c(-c3cccc(Cl)c3)nc3c(C)cc(Br)cn23)c(C)c1 | 1.3 | -2
O=C(N[C@@H](Cc1cccnc1)C(=O)N1CCC[C@H]1C(=O)NCCc1ccccc1Cl)c1ccccc1 | 3.1 | -5
COc1ccc(-c2cc(NC=O)c3ncc(-c4cccc(C(F)(F)F)c4)n3c2)c(OC)c1 | 4.4 | -5
CC(C)Oc1cc(F)ccc1-c1cc(C(=O)Nc2cccc(C(F)(F)F)c2)[nH]n1 | 2.3 | -1
COc1cccc(C=C2Cc3ccccc3C2=O)c1 | 2.9 | -2
Cc1cc(N2CCN(C(=O)OC(C)(C)C)C[C@H]2C)ccc1N1C[C@@H](C)O[C@@H](C)C1 | 1.7 | -3
COc1cc(OC)cc(C2=Cc3ccccc3C(CC(C)=O)N2c2ccc(C#CC3(O)CCCCC3)cc2)c1 (stereo unspecified) | 1.6 | -2
O=C1NC[C@@H](CCCCN2C[C@H](Cc3ccc(O)cc3)N(CCc3ccccc3)C(=O)C2=O)N(CCC2CCCCC2)C1=O | 2.5 | -9
O=C(NC1CCCCC1)C(c1ccccc1)n1c(=O)c(-c2ccco2)nc2ccccc21 (stereo unspecified) | 2.5 | -3
Cc1ccc(N2CCN(C3C(=O)Nc4ccccc4-n4nnnc43)CC2)cc1 (stereo unspecified) | -0.4 | -2
c1ccc2[nH]c(CCCCCc3nc4ccccc4[nH]3)nc2c1 | 5.4 | -1
NC(c1ccccc1)c1csc(Nc2cc(Oc3ccccc3)ncn2)n1 (stereo unspecified) | -1.7 | 2
COc1ccc(CN2C[C@H](COCc3ccccc3)Oc3cccc(F)c3S2(=O)=O)cc1 | 1.8 | -5
CCc1nc2ccc(C(=O)N(C)Cc3ccccc3)cn2c1N(CC)CCN(C)C | 2.0 | 0
COc1ccc(CCNC(=O)Nc2ccc3c(c2)c(=O)n(C)n3CC=C(C)C)cc1OC | 1.9 | 2

Some of these compounds in order of length of the SMILES, smallest number first:
Molecule | phage Ecoli inh | Wnt act
c1ccc2[nH]c(CCCCCc3nc4ccccc4[nH]3)nc2c1 | 5.4 | -1
NC(c1ccccc1)c1csc(Nc2cc(Oc3ccccc3)ncn2)n1 (stereo unspecified) | -1.7 | 2
Cc1cc(Br)cn2c(Cc3cccc(Cl)c3)c(-c3ccco3)nc12 | 1.8 | -2
Cc1ccc(N2CCN(C3C(=O)Nc4ccccc4-n4nnnc43)CC2)cc1 (stereo unspecified) | -0.4 | -2
CCc1nc2ccc(C(=O)N(C)Cc3ccccc3)cn2c1N(CC)CCN(C)C | 2.0 | 0
COc1ccc(CCNC(=O)Nc2ccc3c(c2)c(=O)n(C)n3CC=C(C)C)cc1OC | 1.9 | 2
COc1ccc(CN2C[C@H](COCc3ccccc3)Oc3cccc(F)c3S2(=O)=O)cc1 | 1.8 | -5
COc1ccc(-c2cc(NC=O)c3ncc(-c4cccc(C(F)(F)F)c4)n3c2)c(OC)c1 | 4.4 | -5
Cc1cc(N2CCN(C(=O)OC(C)(C)C)C[C@H]2C)ccc1N1C[C@@H](C)O[C@@H](C)C1 | 1.7 | -3
O=C(N[C@@H](Cc1cccnc1)C(=O)N1CCC[C@H]1C(=O)NCCc1ccccc1Cl)c1ccccc1 | 3.1 | -5
O=C1NC[C@@H](CCCCN2C[C@H](Cc3ccc(O)cc3)N(CCc3ccccc3)C(=O)C2=O)N(CCC2CCCCC2)C1=O | 2.5 | -9

The list is partial; the hit share may differ from the screen's.
